CHRM4 agonist = agonists of human muscarinic M4 receptor (CHRM4) | P08173 | AID 624127 | CHO-K1 hM4/Gqi5, Fluo-8 calcium fluorescence; vehicle 0%, full acetylcholine response 100% | 0.14% of 360,000 active | activation, % at 3 µM;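 active = activation above the run mean over all test wells plus 3 SD, cut at about 32% in these data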;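 note: peak over basal fluorescence ratio per well then scaled between controls; 0% = DMSO wells and 100% = acetylcholine at EC100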
Target sequence (P08173 whole entry, looked up): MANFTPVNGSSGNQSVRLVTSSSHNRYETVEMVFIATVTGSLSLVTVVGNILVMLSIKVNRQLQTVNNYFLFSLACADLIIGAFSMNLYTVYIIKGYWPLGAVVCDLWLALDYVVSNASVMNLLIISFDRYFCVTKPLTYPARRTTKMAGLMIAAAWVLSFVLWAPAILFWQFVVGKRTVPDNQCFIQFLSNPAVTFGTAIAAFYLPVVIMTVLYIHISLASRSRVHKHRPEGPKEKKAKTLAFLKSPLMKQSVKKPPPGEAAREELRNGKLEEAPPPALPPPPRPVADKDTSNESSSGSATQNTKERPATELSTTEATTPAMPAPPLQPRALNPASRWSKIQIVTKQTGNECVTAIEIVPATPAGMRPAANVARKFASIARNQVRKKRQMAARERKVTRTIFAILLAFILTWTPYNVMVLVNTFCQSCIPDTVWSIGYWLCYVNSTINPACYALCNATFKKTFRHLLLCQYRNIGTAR
CHO parental Ca = signal in parental CHO cells, OX1R antagonist counter-screen; parental CHO-K1, ATP-induced calcium, Fluo-8 fluorescence; inhibition, % at 5.6 µM; 0.63% of 330,000 active;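 active = inhibition above that plate's mean sample inhibition plus 3 SD, cut at about 26% in these data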;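 note: 0% = ATP-challenged DMSO wells and 100% = DMSO wells without ATP; some compounds past the cut are filed as inactive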
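material = parental CHO cells | also added = ATP as calcium-mobilizing challenge | dosing = single point at 5.6 µM | detection = intracellular calcium via Fluo-8 no-wash fluorescent dye | read-out = % inhibition | benchmarks = low control ATP plus DMSO, high control DMSO only | repeats = one well per compound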
CHO-K1 Ca antag = M1 antagonist counterscreen hit in parental CHO-K1 cells; ATP-induced calcium, Fluo-8 fluorescence; inhibition, % at 3 µM; 0.6% of 360,000 active; AID 602250;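 active = inhibition above a per-plate cutoff, the plate's mean sample inhibition plus 3 SD, cut at about 24% in these data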;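 note: 0% = DMSO plus EC80 ATP and 100% = DMSO alone without ATP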
CHRM4 antagonist = antagonists of human muscarinic M4 receptor (CHRM4); P08173; AID 624125; inhibition, % at 3 µM; 0.73% of 360,000 active; CHO-hM4 cells, ACh EC80, Fluo-8 calcium fluorescence;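 active = inhibition above its plate's cutoff, the mean inhibition of sample wells plus 3 SD, cut at about 27% in these data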;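 note: 0% = acetylcholine EC80 with DMSO and 100% = DMSO without agonist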
CHRM1 antagonist = human CHRM1 antagonism; CHO-K1 hM1, Fluo-8 calcium fluorescence, ACh EC80 antagonist; inhibition, % at 3 µM; 1.3% of 360,000 active; AID 588852;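 active = percent inhibition above its own plate's cutoff, namely the mean of that plate's compound wells plus 3 SD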;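 note: peak over basal fluorescence ratio during 140 s after agonist addition; 0% = ACh EC80 plus DMSO and 100% = DMSO alone without agonist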
OXTR potentiate = potentiates the human oxytocin receptor response; AID 2445; P30559; activation, % at 3 µM; CHO-OTR cells, Fluo-8 calcium fluorescence, potentiator mode; 0% = oxytocin EC15, 100% = EC100; 0.061% of 320,000 active;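 active = activation above that plate's cutoff, the mean activation of tested compounds plus 3 SD, cut at about 6.6% in these data, passing the limit was not always enough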;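 note: 100% uses oxytocin at 75 nM as the full agonist control; some results filed as inactive read as strong as hits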
Target sequence (P30559 whole entry, looked up): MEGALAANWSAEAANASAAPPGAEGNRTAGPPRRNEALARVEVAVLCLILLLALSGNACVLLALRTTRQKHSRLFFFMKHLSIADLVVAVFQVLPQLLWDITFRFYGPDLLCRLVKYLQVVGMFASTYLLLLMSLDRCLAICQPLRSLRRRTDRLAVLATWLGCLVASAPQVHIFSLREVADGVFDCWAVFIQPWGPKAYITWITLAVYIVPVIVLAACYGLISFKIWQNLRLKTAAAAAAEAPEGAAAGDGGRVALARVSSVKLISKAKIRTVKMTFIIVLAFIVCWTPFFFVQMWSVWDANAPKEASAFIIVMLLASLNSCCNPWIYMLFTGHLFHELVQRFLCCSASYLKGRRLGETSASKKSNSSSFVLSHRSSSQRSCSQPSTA
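System: human OTR in CHO cells / Also added: sub-maximal oxytocin, roughly EC15 / Control set: EC15 oxytocin low, 75 nM oxytocin high / Schedule: 6 min compound pre-incubation at room temperature, 100 s kinetic read / Compound: single-point 3.0 µM / Replication: singlicate / Technique: Fluo-8 calcium dye fluorescence / Read-out basis: % activation of max/min ratio relative to oxytocin controls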
M1 ag parental = M1 agonist counterscreen hit in parental CHO-K1 cells; AID 602248; Fluo-8 calcium fluorescence; scaled to maximal ATP response, vehicle zero; activation, % at 3 µM; 0.48% of 360,000 active; in the data active = activation above about 15%;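 note: untransfected CHO-K1 host cells lacking M1 receptor as counterscreen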
CHRM1 PAM = positive allosteric modulators of human M1 muscarinic receptor; P11229; CHO-K1 hM1, Fluo-8 calcium fluorescence, ACh EC20; 0% = ACh EC20, 100% = maximal ACh; activation, % at 3 µM; 0.088% of 360,000 active; in the data active = activation above about 19%, passing the limit was not always enough
M1 ag = activates human CHRM1 receptor; P11229; CHO-K1 hM1, Fluo-8 calcium fluorescence, agonist mode; 0% DMSO, 100% acetylcholine EC100; activation, % at 3 µM; 0.33% of 360,000 active; AID 588814;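 active = activation above the run's mean compound activation plus 3 SD, cut at about 16% in these data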;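 note: peak over basal fluorescence ratio within a 140 s kinetic read after compound addition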
* = called active by the depositor. Hits appear at their usual frequency. Share with any hit: about 2.9%.

CSc1cccc(NC(=O)c2cc(S(=O)(=O)N3CCCCC3)c[nH]2)c1 was read as CHRM4 agonist 3, CHO parental Ca -4, CHO-K1 Ca antag -1, CHRM4 antagonist -14, CHRM1 antagonist -12, OXTR potentiate -2, M1 ag parental 1.2, CHRM1 PAM 11 and M1 ag -2.
Cc1ccc2c(cnn2C(=O)CCC(=O)NCc2ccccc2Cl)c1 was read as CHRM4 agonist 1, CHO parental Ca -3, CHO-K1 Ca antag -9, CHRM4 antagonist 0, CHRM1 antagonist -15, OXTR potentiate -7, M1 ag parental 0.3, CHRM1 PAM 10 and M1 ag -4.
Cc1ccc(C(=O)C(C)OC(=O)c2ccc(Cl)nc2)cc1 (stereo not drawn) was read as CHRM4 agonist 3, CHO parental Ca 14, CHO-K1 Ca antag 11, CHRM4 antagonist -3, CHRM1 antagonist 0, OXTR potentiate -6, M1 ag parental 1.0, CHRM1 PAM 1 and M1 ag -3.
O=C(COc1ccc2c3c(c(=O)oc2c1)CCCC3)NC(Cc1ccc(Cl)cc1)C(=O)O (stereo not drawn) was read as CHRM4 agonist 0, CHO parental Ca -3, CHO-K1 Ca antag 2, CHRM4 antagonist 6, CHRM1 antagonist -4, OXTR potentiate -8, M1 ag parental 0.1, CHRM1 PAM 1 and M1 ag -3.
For COc1cccc(OC)c1C(=O)NNC(=O)c1cccnc1 the results were CHRM4 agonist 1, CHO parental Ca 10, CHO-K1 Ca antag -11, CHRM4 antagonist 9, CHRM1 antagonist -12, OXTR potentiate -4, M1 ag parental 0.0, CHRM1 PAM 5 and M1 ag 0.
Cc1ccc(-c2nc3ncccc3o2)cc1NC(=O)c1cccnc1 was read as CHRM4 agonist 3, CHO parental Ca -18, CHO-K1 Ca antag -6, CHRM4 antagonist 2, CHRM1 antagonist -5, OXTR potentiate -8, M1 ag parental 0.1, CHRM1 PAM 4 and M1 ag -3.
CC1(C(=O)NS(=O)(=O)c2cccs2)CCN1C(=O)CCc1ccc(Cl)cc1Cl (stereo not drawn) was read as CHRM4 agonist -1, CHO-K1 Ca antag -9, CHRM4 antagonist 5, CHRM1 antagonist -5, M1 ag parental 0.1, CHRM1 PAM 10 and M1 ag -2.
For CC(NC(=O)CN1CCN(C(=O)c2cccs2)CC1)c1ccc(F)cc1F (stereo not drawn) the results were CHRM4 agonist 1, CHO parental Ca -6, CHO-K1 Ca antag 5, CHRM4 antagonist -2, CHRM1 antagonist -9, OXTR potentiate -1, M1 ag parental 0.2, CHRM1 PAM 17 and M1 ag -4.
CC1CCN(S(=O)(=O)c2ccc3c4c2CC(=O)N4CC(C)S3)CC1 (stereo not drawn) was read as CHRM4 agonist 3, CHO parental Ca -29, CHO-K1 Ca antag 2, CHRM4 antagonist -4, CHRM1 antagonist 8, OXTR potentiate -14, M1 ag parental 0.6, CHRM1 PAM -7 and M1 ag -3.
`CCc1ccc(OCC(=O)OC(C)C(=O)NC2CC2)cc1` (stereo not drawn) gave CHRM4 agonist 4, CHO parental Ca 0, CHO-K1 Ca antag 1, CHRM4 antagonist -3, CHRM1 antagonist 15, OXTR potentiate 0, M1 ag parental 1.7, CHRM1 PAM -5 and M1 ag 1.
For Cc1ccc(S(=O)(=O)Nc2cccc(C(=O)NCC(c3ccco3)N3CCCCC3)c2)cc1F (stereo not drawn) the results were CHRM4 agonist 3, CHO parental Ca -8, CHO-K1 Ca antag -13, CHRM4 antagonist 6, CHRM1 antagonist 7, OXTR potentiate -4, M1 ag parental 2.1, CHRM1 PAM -13 and M1 ag -1.
O=[N+]([O-])c1ccccc1Nc1cccnc1 was read as CHRM4 agonist 2, CHO parental Ca -14, CHO-K1 Ca antag -6, CHRM4 antagonist 9, CHRM1 antagonist -4, OXTR potentiate -12, M1 ag parental 0.7, CHRM1 PAM 8 and M1 ag 12.
CCOC(=O)c1c(NC(=O)c2ccc(-n3cnnn3)cc2)sc2c1CCCC2 was read as CHRM4 agonist 1, CHO-K1 Ca antag -1, CHRM4 antagonist -9, CHRM1 antagonist 8, M1 ag parental 0.1, CHRM1 PAM -6 and M1 ag -4.
O=C(Nc1ccc(OCC(=O)N2CCOCC2)cc1)Nc1cccc(Cl)c1 was read as CHRM4 agonist 5, CHO parental Ca 1, CHO-K1 Ca antag -9, CHRM4 antagonist -10, CHRM1 antagonist 6, OXTR potentiate -8, M1 ag parental 3.0, CHRM1 PAM 0 and M1 ag -3.
Cc1ccc2[nH]c(=O)c(C(c3nnnn3CC3CCCO3)N3CCOCC3)cc2c1 (stereo not drawn) was read as CHRM4 agonist 0, CHO parental Ca 1, CHO-K1 Ca antag 7, CHRM4 antagonist 8, CHRM1 antagonist -4, OXTR potentiate 4, M1 ag parental 0.0, CHRM1 PAM 6 and M1 ag -6.
For CCOC(=O)CSc1nnc(N)s1 the results were CHRM4 agonist 1, CHO parental Ca -3, CHO-K1 Ca antag -10, CHRM4 antagonist 0, CHRM1 antagonist -2, OXTR potentiate -2, M1 ag parental 0.0, CHRM1 PAM 3 and M1 ag -2.
COc1cc(C(=O)N=c2sccn2C)c([N+](=O)[O-])cc1OC was read as CHRM4 agonist 1, CHO-K1 Ca antag -10, CHRM4 antagonist 10, CHRM1 antagonist -3, M1 ag parental 1.8, CHRM1 PAM 6 and M1 ag -2.
NC(=N\N=CCc1ccccc1)/C(N)=N/N=CCc1ccccc1 was read as CHRM4 agonist 6, CHO-K1 Ca antag 9, CHRM4 antagonist -3, CHRM1 antagonist 4, M1 ag parental 0.5, CHRM1 PAM 0 and M1 ag 0.
Screening CCN(CC)C(=O)CCCC(=O)N(CC)CC returned CHRM4 agonist 0, CHO parental Ca -4, CHO-K1 Ca antag -9, CHRM4 antagonist 2, CHRM1 antagonist -4, OXTR potentiate -13, M1 ag parental 0.5, CHRM1 PAM 5 and M1 ag -6.
COCCNC(=O)C(C(=O)c1ccc(F)cc1)n1cc(C)ccc1=O (stereo not drawn) was read as CHRM4 agonist 2, CHO parental Ca 1, CHO-K1 Ca antag -8, CHRM4 antagonist -4, CHRM1 antagonist 4, OXTR potentiate -3, M1 ag parental 0.2, CHRM1 PAM 2 and M1 ag -4.
For O=[N+]([O-])c1cc(/C=N/O)ccc1SCc1ccccc1Cl the results were CHRM4 agonist -3, CHO parental Ca 13, CHO-K1 Ca antag 7, CHRM4 antagonist -3, CHRM1 antagonist -2, OXTR potentiate -4, M1 ag parental -0.6, CHRM1 PAM 4 and M1 ag -2.
`Nc1nonc1-n1nnc(C(=O)N/N=C/c2ccccc2)c1CSc1ccc(Cl)cc1` gave CHRM4 agonist 1, CHO parental Ca -26, CHO-K1 Ca antag -1, CHRM4 antagonist 5, CHRM1 antagonist 5, OXTR potentiate -10, M1 ag parental 0.2, CHRM1 PAM -6 and M1 ag -11.
`Cc1ccc(C(C)C)c(OCCSc2nc3ccccc3n2CC(=O)O)c1` gave CHRM4 agonist 0, CHO parental Ca -6, CHO-K1 Ca antag 0, CHRM4 antagonist 7, CHRM1 antagonist -11, OXTR potentiate -3, M1 ag parental -0.6, CHRM1 PAM 4 and M1 ag -6.
Screening CN(C)/C=C1/Oc2c(ccc3ccccc23)C1=O returned CHRM4 agonist 4, CHO parental Ca 2, CHO-K1 Ca antag 8, CHRM4 antagonist -7, CHRM1 antagonist -4, OXTR potentiate -6, M1 ag parental 0.1, CHRM1 PAM -1 and M1 ag -3.
Screening Cc1nnsc1C(=O)N1CCC(CO)(Cc2ccccc2Cl)CC1 returned CHRM4 agonist 2, CHO parental Ca 5, CHO-K1 Ca antag -4, CHRM4 antagonist 1, CHRM1 antagonist -8, OXTR potentiate -2, M1 ag parental 1.4, CHRM1 PAM 4 and M1 ag -4.
Screening CC1(C)C(=O)N(c2ccccc2)C1c1ccccc1O (stereo not drawn) returned CHRM4 agonist 2, CHO parental Ca -14, CHO-K1 Ca antag -10, CHRM4 antagonist -3, CHRM1 antagonist 6, OXTR potentiate -2, M1 ag parental 1.0, CHRM1 PAM -1 and M1 ag -7.
Screening COC(C/C=C\[C@H](O)[C@@H](C)OCc1ccccc1)OC returned CHRM4 agonist 3, CHO parental Ca -9, CHO-K1 Ca antag -12, CHRM4 antagonist 3, CHRM1 antagonist -6, OXTR potentiate -2, M1 ag parental 0.5, CHRM1 PAM 5 and M1 ag 4.
Screening O=C(COC(=O)CNC(=O)c1ccccc1Cl)Nc1ncc(C(F)(F)F)cc1Cl returned CHRM4 agonist 1, CHO parental Ca -9, CHO-K1 Ca antag -12, CHRM4 antagonist 4, CHRM1 antagonist -6, OXTR potentiate 4, M1 ag parental 1.0, CHRM1 PAM 7 and M1 ag -8.
O=C(NCc1ccccn1)C1CCC(=O)N(Cc2ccc(Cl)cc2)C1 (stereo not drawn) was read as CHRM4 agonist 1, CHO parental Ca -31, CHO-K1 Ca antag -17, CHRM4 antagonist -10, CHRM1 antagonist -13, OXTR potentiate -4, M1 ag parental 0.4, CHRM1 PAM 8 and M1 ag -2.
Screening COc1cccc(C(=O)N2CCCC(c3nc(-c4cccs4)no3)C2)c1 (stereo not drawn) returned CHRM4 agonist 5, CHO parental Ca -19, CHO-K1 Ca antag -12, CHRM4 antagonist -1, CHRM1 antagonist -5, OXTR potentiate -10, M1 ag parental 3.3, CHRM1 PAM 1 and M1 ag -3.
`COCOCCn1cc(CN2CCS(=O)(=O)N(Cc3ccc(-c4ccncc4)cc3)C(C)C2=O)nn1` (stereo not drawn) gave CHRM4 agonist 0, CHO-K1 Ca antag -20, CHRM4 antagonist -7, CHRM1 antagonist -11, M1 ag parental 1.1, CHRM1 PAM 8 and M1 ag -4.
`Oc1ccc(N=Nc2cccc(C(F)(F)F)c2)cc1C=Nc1ccc(N2CCOCC2)cc1` gave CHRM4 agonist 0, CHO parental Ca 1, CHO-K1 Ca antag -12, CHRM4 antagonist -5, CHRM1 antagonist -7, OXTR potentiate -6, M1 ag parental 0.0, CHRM1 PAM 1 and M1 ag 1.
For CCOc1ccc(NC(=O)CSc2nc3[nH]ncc3c(=O)[nH]2)cc1 the results were CHRM4 agonist 1, CHO parental Ca 7, CHO-K1 Ca antag 6, CHRM4 antagonist 8, CHRM1 antagonist 3, OXTR potentiate -2, M1 ag parental -0.4, CHRM1 PAM 2 and M1 ag 0.
For O=C(NNC(=O)c1csc(-c2cnccc2C(F)(F)F)n1)c1ccc(C(F)(F)F)cc1 the results were CHRM4 agonist -1, CHO parental Ca -14, CHO-K1 Ca antag -5, CHRM4 antagonist -2, CHRM1 antagonist -19, OXTR potentiate 1, M1 ag parental 0.6, CHRM1 PAM 13 and M1 ag -4.
For CCOc1ccc(-c2[nH]nc3c2C(c2ccc4c(c2)OCO4)C(C#N)=C(N)O3)cc1OC (stereo not drawn) the results were CHRM4 agonist 0, CHO parental Ca -14, CHO-K1 Ca antag -5, CHRM4 antagonist 1, CHRM1 antagonist -6, OXTR potentiate -5, M1 ag parental 0.1, CHRM1 PAM -5 and M1 ag -3.
Cn1c(CCN2CCN(c3ccccn3)CC2)nc2cc(NS(=O)(=O)c3ccc(F)cc3)ccc21 was read as CHRM4 agonist 20, CHO-K1 Ca antag -9, CHRM4 antagonist 18, CHRM1 antagonist 70*, M1 ag parental 12, CHRM1 PAM -30 and M1 ag 1.

Source: PubChem BioAssay (The Scripps Research Institute Molecular Screening Center)
